# Screening data from PubChem BioAssay.
# EPAC2 antagonist: qHTS for Antagonist of cAMP-regulated guanine nucleotide exchange factor 2 (EPAC2): primary screen; Rap guanine nucleotide exchange factor 4 (Homo sapiens), Q8WZA2; EPAC2 GEF exchange of Rap1B-BODIPY-GDP, fluorescence; Potency, µM (doses to about 114 µM), for inactives: top-dose activity, negative = inhibition, actives largely listed as inhibitors; 360,000 compounds, 0.18% hits; further: on the % scale 0 is the no-effect control and ±100 the full control effect; nearly all actives have a fitted effect of over 45% in size; many of its hits are not listed in these tables
# Target sequence (Q8WZA2 whole entry, looked up): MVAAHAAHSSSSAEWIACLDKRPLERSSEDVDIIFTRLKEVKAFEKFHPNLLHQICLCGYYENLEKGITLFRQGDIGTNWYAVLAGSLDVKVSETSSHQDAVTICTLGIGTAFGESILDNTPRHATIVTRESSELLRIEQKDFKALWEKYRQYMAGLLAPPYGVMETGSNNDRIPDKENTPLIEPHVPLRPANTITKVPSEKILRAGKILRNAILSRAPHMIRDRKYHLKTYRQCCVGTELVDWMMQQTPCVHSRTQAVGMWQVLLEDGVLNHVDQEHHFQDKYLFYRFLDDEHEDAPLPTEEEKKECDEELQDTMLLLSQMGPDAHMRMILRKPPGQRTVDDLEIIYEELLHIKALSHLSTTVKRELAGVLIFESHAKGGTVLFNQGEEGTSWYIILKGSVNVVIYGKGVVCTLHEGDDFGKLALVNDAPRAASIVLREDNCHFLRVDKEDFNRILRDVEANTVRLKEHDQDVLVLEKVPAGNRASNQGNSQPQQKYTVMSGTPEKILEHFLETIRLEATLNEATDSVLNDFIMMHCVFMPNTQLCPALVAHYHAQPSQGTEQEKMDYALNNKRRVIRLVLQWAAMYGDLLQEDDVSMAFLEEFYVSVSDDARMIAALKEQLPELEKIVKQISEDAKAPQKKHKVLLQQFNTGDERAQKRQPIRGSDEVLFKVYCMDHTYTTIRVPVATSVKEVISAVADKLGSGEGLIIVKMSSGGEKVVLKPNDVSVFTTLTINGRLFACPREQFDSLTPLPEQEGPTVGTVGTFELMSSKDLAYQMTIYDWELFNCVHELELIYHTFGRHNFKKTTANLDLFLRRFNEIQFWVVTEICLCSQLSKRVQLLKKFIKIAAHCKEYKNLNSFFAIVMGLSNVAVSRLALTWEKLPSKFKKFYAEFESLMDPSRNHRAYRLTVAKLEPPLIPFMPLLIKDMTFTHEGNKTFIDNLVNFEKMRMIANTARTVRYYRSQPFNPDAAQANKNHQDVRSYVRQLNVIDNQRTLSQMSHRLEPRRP
# ATXN viability: Viability Counterscreen for Primary qHTS for Inhibitors of ATXN expression; Potency, µM (titrated, usually from 56.7 µM), usual class: cytotoxic; S2 cells (HEK-293 line with an ATXN2-luciferase reporter) viability, CellTiter-Fluor protease fluorescence, 24 h; 400,000 compounds, 0.49% hits; further: nearly all actives have a fitted effect of over 40% in size
# Nrf2 inh: Nrf2 qHTS screen for inhibitors; A549 ARE-Fluc reporter, luciferase luminescence, 18-24 h; Potency, µM (highest dose often 46 µM), for the others: top-dose activity change, negative = inhibition, most hits filed as inhibitors; 360,000 compounds, 2.1% hits; further: on the % scale 0 is the no-effect control and ±100 the full control effect; nearly all actives have a fitted effect of over 60% in size
#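 In this cell-based qHTS, ARE-driven firefly luciferase in A549 cells reports Nrf2 activity; the luminescent signal after BugLite lysis is the measured value, with a prior CellTiter-Fluor read for cell health.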
# TGFb inhibitor: qHTS for Inhibitors of TGF-b | HepG2 CAGA-GFP TGF-b/SMAD3 reporter, GFP fluorescence, 18 h; TGF-beta stimulated, 500 pg/mL final | Potency, µM (titrated, usually from 46.1 µM), for inactives: at the highest dose activity, negative = inhibition, most hits filed as inhibitors | 410,000 compounds, 1.2% hits; further: on the % scale 0 is the no-effect control and ±100 the full control effect; nearly all actives have a fitted effect of over 65% in size
#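 HEPG2 CAGA-GFP cells (1000/well, DMEM with 1% FBS) were pre-incubated 2 h at 37 degrees C, given compound by pin tool, then stimulated with TGF-beta at 500 pg/mL final for 18 h before per-cell GFP fluorescence imaging.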
# Nrf2 activator: qHTS of Nrf2 Activators | AREc32 ARE-luciferase reporter (MCF7-derived line), luminescence, 24 h | Potency, µM (titrated, usually from 46.1 µM), for the others: top-dose activation, hits mostly activators | 410,000 compounds, 0.31% hits; further: % of control where 0% means no effect; nearly all actives have a fitted effect of over 65% in size
#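 Cells of the AREc32 ARE-luciferase line are plated in OPTI-MEM containing 5% FBS and left overnight at 37 deg C. Compounds are pinned in, incubation continues 24 hr, and firefly luciferase signal is then measured.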
# A549 tox: Nrf2 qHTS screen for inhibitors: counterscreen for cytotoxicity | A549 ARE-Fluc cells, CellTiter-Fluor viability, 18-24 h | Potency, µM (titrated, usually from 46 µM), inactives show at the highest dose activity change, negative = cytotoxicity, hits mostly inhibitors | 390,000 compounds, 0.16% hits | AID 504648, 2011; further: on the % scale 0 is the no-effect control and ±100 the full control effect
#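 A549 ARE_Fluc cells in 5% FBS OPTI-MEM were exposed to compounds in concentration-response for 18-24 h at 37 deg C. Viability was read by CellTiter-Fluor fluorescence (Ex 405/Em 525) after 30 min, before the luciferase read.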
# HepG2 tox: qHTS for Inhibitors of TGF-b: Cytotox Counterscreen; HepG2 CAGA-GFP viability, ATP luminescence, 18 h; 410,000 compounds, 0.76% hits; Potency, µM (series often up to 46.1 µM), without a hit: at the highest dose activity change, negative = cytotoxicity, most hits filed as cytotoxic; further: some results filed as inactive show a strong effect at the top dose
#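 CellTiter-Glo luminescence gave cytotoxicity after 18 hours at 37 degrees C. The cells were HepG2 CAGA-GFP in 1% FBS DMEM, stimulated with 500 pg/mL TGF-beta after compound addition. %Activity was normalised to no-cell wells (complete cell-killing) and DMSO (no toxicity), and curves were fitted and classified.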
# MCF10A rereplic: A quantitative high throughput screen for small molecules that induce DNA re-replication in MCF 10a normal breast cells | MCF 10A DNA re-replication, Hoechst nuclear intensity, 48 h | Potency, µM (doses to about 46.1 µM), inactives show at the top dose activity, positive = re-replication, usual class: activators | 350,000 compounds, 2.9% hits | AID 624296, 2012; further: % of control where 0% means no effect; nearly all actives have a fitted effect of over 50% in size
# ATXN2 expr inh: Primary qHTS for Inhibitors of ATXN expression; HEK-293 ATXN2-luciferase reporter, luminescence, 24 h; 360,000 compounds, 0.72% hits; Potency, µM (titrated, usually from 57 µM), inactives show top-dose activity change, negative = inhibition, hits mostly inhibitors; further: on the % scale 0 is the no-effect control and ±100 the full control effect; nearly all actives have a fitted effect of over 55% in size
#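 qHTS (up to 57 uM final) was run with 24 h compound exposure of reporter cells at 37 °C. Each well was multiplexed: SteadyGlo luminescence measured ATXN2-luciferase expression after a fluorogenic Gly-Phe-AFC viability readout (25 uM final).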
# * = called active by the depositor; i = inactive; ? = inconclusive; · = not tested or not shown; & = joins results of further samples; [ ] = dose if it differs, or a comment. The call rests on the fitted dose curve; in most records, active means well fitted curve in the direction sought with a large enough effect; inconclusive means small, poorly fitted or top-dose-only effect, or another doubt; inactive means no such curve, though single readings can be large; an effect the other way counts as inactive or inconclusive. Potency means the concentration at half of the fitted maximal effect. An excerpt (hit frequency here may not be typical).
# The line under a structure holds: EPAC2 antagonist	ATXN viability	Nrf2 inh	TGFb inhibitor	Nrf2 activator	A549 tox	HepG2 tox	MCF10A rereplic	ATXN2 expr inh
COc1cccc(/C=C/C(=O)N2CCN(S(=O)(=O)c3ccccc3)CC2)c1
  -5%	i	·	14%	-0.3%	·	-1%	·	·
COc1ccccc1N1CCN(C(=O)/C=C/c2ccccc2)CC1
  3%	i	8%	16%	-0.6%	-1%	-15%	?	13%
CNc1ccc(-c2cccc([N+](=O)[O-])c2)cn1
  2%	i	·	0%	9.8%	·	-27%	·	-12%
CCN(CC)c1nc2n(c(=O)n1)CCN2CC
  8%	i	0%	9%	0.3%	16%	13%	-186%[0.0737 µM]	8%
Cc1cccc(NC(=O)c2cc(-c3ccc4c(c3)OCCO4)on2)c1
  ·	i	?	40%[activator]	-0.7%	2%	-62%	·	-29%
CCOC(=O)Cn1nc(C)n(-c2ccc(Br)cc2)c1=O
  6%	i	2%	1%	0.5%	-1%	4%	3%	·
COc1ccc(NC(=O)c2cnc[nH]2)cc1
  ·	i	?	-7%	-0.4%	1%	-54%	·	1%
CN(C(=O)CN1C(=O)CCSc2ccc(S(=O)(=O)N3CCCC3)cc21)c1ccccc1
  -7%	i	-15%	-7%&-1%	-0.6%&0.8%	-19%&-5%	2%&-4%	8%	5%
COc1ccc(C(C)(C)C)cc1NC(=O)COc1ccc(-c2nnco2)cc1
  6%	i	?	1%	0.0%	4%	-9%	?	-15%
COc1ccc(CC(=O)Nc2nc(-c3ccc(F)c(F)c3)cs2)cc1OC
  -16%	i	1.8µM*	?	0.7%	-16%	-20%	4%	?
CCOC(=O)c1cnc2ccc(C(=O)OC)cc2c1Nc1cccc(C(=O)O)c1
  -3%	i	2%	18%	-0.2%	-8%	1%	2%	-1%
O=C(NC1CC1)C1CCN(C2CCN(Cc3ccccc3C(F)(F)F)CC2)CC1
  1%	i	2%	-10%	0.3%	0%	1%	-1%	11%
COc1ccc(CN(C)CC2CCCN(CCc3ccc(Cl)cc3)C2)cc1OC (centres undefined)
  0%	i	3%	-6%	2.7%	-25%	-30%	?	-17%
Cc1sc2ncn3ncnc3c2c1C
  3%	i	?	16%	0.2%	3%	-38%	6%	-10%
CCN1C(=O)/C(=C2/C=CC=CN2C)OC1=S
  16%	i	6%	-3%	-0.8%	?	5%	2%	-14%
CC(C)C(C(=O)NC1CCCC1)N(Cc1ccco1)C(=O)CNS(=O)(=O)c1ccccc1 (centres undefined)
  7%	i	2%	5%	-0.3%	0%	-2%	-6%	8%
Cc1cs/c(=N/C(=S)Nc2ccccc2)n1C
  -1%	i	?	-2%	2.4%	0%	13%	2%	-13%
O=C(c1ccc(S(=O)(=O)Nc2ccc(F)cc2)cc1)N1CCN(c2ccccn2)CC1
  -11%	?	2.9µM*	?	2.5%	?	-11%	-2%[9.22 µM]	?
Cc1ccc(S(=O)(=O)N2CCN(S(=O)(=O)N3CCOCC3)CC2)cc1
  -2%	i	7%	2%	0.2%	0%	0%	-3%	3%
CC(C)(C)NC(=O)CCCCCCCC(=O)NC(C)(C)C
  -1%	i	18%	1%	0.2%	6%	-9%	0%	4%[11.3 µM]
CC(C)(C)C(=O)Nc1ccc(C(=O)N/N=C/c2ccccc2OC(=O)c2ccccc2)cc1
  -12%	i	?	-15%	-0.4%	-15%	-14%	?	?
Cc1ccnc(NC(=O)C2CCN(S(=O)(=O)c3cccc4nsnc34)CC2)c1
  1%	i	?	19%	0.0%	-6%	-4%	?	-2%
O=C(O)CCC(=O)N(Cc1ccco1)c1nc(-c2ccccc2)cs1
  0%	i	-13%	-10%	0.0%	-7%	-23%	1%	-9%
O=C(NCC1CCCO1)c1ccc2c(c1)N(Cc1ccc(F)cc1Cl)C(=O)CS2 (centres undefined)
  10%	?	-14%	1%	0.3%	3%	-9%	0%	6%
CCN(CC(=O)Nc1cc(Cl)ccc1C)C(=O)CCS(=O)(=O)c1ccc(C)cc1
  -12%	i	-3%	-19%	0.8%	-2%	0%	?	-17%
CCCCCCCCOc1ccc(C2OC34CCCCC3C(C#N)(C#N)C2(C#N)C(=N)O4)cc1 (centres undefined)
  -2%	i	22%	60%[activator]	2.6%	-2%	-15%	-6%	10%
Cc1ccc(NC(=O)CNC(=O)COc2ccccc2)nc1
  12%	i	1%	-9%	0.5%	6%	-4%	0%	7%
Brc1ccc(-c2csc(N/N=C/c3ccc4c(c3)OCO4)n2)cc1
  12%	i	10%	0%	4.7%	9%	4%	4%	3%
O=C(O)C1CCCCC1C(=O)Nc1ccccc1F (centres undefined)
  -5%	i	-3%	-26%	-0.8%	5%	-29%	2%	-13%
O=C(NCc1ccccc1)C1=C[C@H](c2ccccc2)C[C@H](OCc2ccc(CO)cc2)O1
  -13%	i	?	18%	4.3%	-10%	13%	?	3%

# Three compounds from above, ordered by their value in EPAC2 antagonist, low to high:
Compound	EPAC2 antagonist
O=C(O)C1CCCCC1C(=O)Nc1ccccc1F (centres undefined)	-5%
COc1ccccc1N1CCN(C(=O)/C=C/c2ccccc2)CC1	3%
COc1ccc(C(C)(C)C)cc1NC(=O)COc1ccc(-c2nnco2)cc1	6%

# More compounds.
# The line under a structure holds: EPAC2 antagonist	ATXN viability	Nrf2 inh	TGFb inhibitor	Nrf2 activator	A549 tox	HepG2 tox	MCF10A rereplic	ATXN2 expr inh
COc1ccccc1OCCCCCCN1CCOCC1
  27%	i	0%	0%	-1.0%	6%	-62%	22%	-10%
CC(C)N(C(=O)Cn1cc(SCC(=O)NCC2CCCO2)c2ccccc21)C(C)C (centres undefined)
  -3%	i	-5%	2%	0.3%	3%	-20%	?	-13%
Cc1ccc(NC(=O)[C@H](Cc2ccccc2)NC(=O)C2CCNCC2)cc1
  1%	i	-21%	-6%	0.3%	-4%	-4%	-3%	·
Cc1cccc(NC(=S)NC(=O)C(c2ccccc2)c2ccccc2)n1
  12%	?	?	8%	-0.4%	-18%	-23%	?	-21%
CS(=O)(=O)Oc1ccc2c(c1)O/C(=C\c1cccnc1)C2=O
  4%	i	2%	?	6.6%	2%	-7%	7%	9%
COc1cccc(/C=N/NC(N)=S)c1OS(=O)(=O)c1ccccc1
  -3%	i	-20%	-3%	0.3%	-10%	-6%	-1%	-7%
C/C(CC(C)C)=N\Nc1ccc(S(N)(=O)=O)cc1[N+](=O)[O-]
  -15%	?	?	?	2.6%	-18%	-53%	10%	-31%
CC(=O)CSc1nnc(-c2ccncc2)n1C
  1%	?	6%	5%	-0.6%	5%	-1%	3%	2%
CCN(c1ccccc1)S(=O)(=O)c1cc(C(=O)Oc2ccc3c(C)cc(=O)oc3c2)ccc1C
  5%	i	13%	-25%	-0.4%	-3%	-3%	1%	-1%
Cc1ccc(S(=O)(=O)Nc2cccc(/C=C/C(=O)O)c2)cc1
  -4%	i	13%	1%	-0.2%	8%	5%	1%	6%
CS(=O)(=O)N1CCN(C(=O)CCc2ccccc2)CC1
  2%	?	1%	3%	-0.4%	0%	16%	?	-5%
CCCSc1nc2c([nH]c3ccccc32)c(=O)n1C
  ·	·	·	0%	5.7%	1%	-3%	·	·
CCCC1CC(C(=O)Nc2ccccc2)C(=O)O1 (centres undefined)
  4%	i	11%	2%	0.0%	0%	-4%	?	3%
COc1ccc2nc3oc(C(=O)N4CCCCC4)cc3cc2c1
  -12%	i	?	4%	0.2%	6%	-10%	15%	25%
Cc1ncoc1C(=O)Nc1ccc(Oc2ccccc2)cc1
  -3%	i	-11%	27%	0.7%	-19%	-25%	3%	20%
CCC1(c2ccc(F)cc2)NC(=O)N(CC(=O)N2c3ccccc3NC(=O)CC2C)C1=O (centres undefined)
  4%	i	0%	-8%	-0.3%	9%	4%	6%	-2%
O=C(COC(=O)c1ccccc1O)Nc1ccc(N2CCOCC2)cc1
  -2%	i	5%	-12%	2.3%	-1%	-5%	-2%	10%
O=S(=O)(c1ccc(F)c(Cl)c1)N1CCCC1
  -4%	i	·	11%	-0.8%	8%	-11%	-1%	-12%
CCOc1ccc(Nc2nc3ccccc3n3c(CC)nnc23)cc1
  ·	i	2%	16%	16%	2%	-1%	·	7%
Cn1nnnc1SCC(=O)Nc1ccccn1
  -11%	i	·	-20%	?	4%	-3%	4%	-4%
Cc1cc2oc(=O)cc(-c3ccccc3)c2c(C)c1-c1ccc(N(C)C)cc1
  2%	i	1%	?	3.3%	3%	-23%	-2%	0%
Cc1ccc2nsnc2c1NC(=O)c1ccc2c(c1)OCCO2
  6%	i	-2%	3%	0.5%	-10%	6%	?	2%
O=S(=O)(N1CCCCC1)N1CCN(S(=O)(=O)N2CCCCC2)CC1
  4%	?	·	?	0.0%	4%	8%	-1%	1%
O=C(O)C1CC=CCC1C(=O)Nc1cccc([N+](=O)[O-])c1 (centres undefined)
  14%	i	?	-1%	-0.5%	29%	-1%	12%	·
Cc1cc(C)c(NC(=O)CSc2nnc(CNC(=O)c3ccccc3F)o2)c(C)c1
  -1%	i	5%	4%	-0.3%	0%	0%	-2%	1%
CCOc1ccc(-n2c(=O)c3c4c(sc3n(CC(=O)NC(C)CC)c2=O)CCCCC4)cc1 (centres undefined)
  ·	i	3%	-8%	-0.7%	-1%	2%	·	8%
CCS(=O)(=O)N1CCc2cc(C(=O)N3CCN(c4ccccc4)CC3)ccc21
  ·	i	22%	-6%	4.8%	-1%	-30%	·	10%
C(=N\N1CCN(c2ccccn2)CC1)/c1cccc2ccccc12
  1%	i	-18%	?	5.8%	2%	-23%	4%	-3%
